OXTR potentiator: human OXTR potentiation; P30559; activation, % at 3 µM; CHO-OTR cells, Fluo-8 calcium fluorescence, potentiator mode; 0% = oxytocin EC15, 100% = EC100; 0.061% of 320,000 active;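 active means activation above that plate's cutoff, the mean activation of tested compounds plus 3 SD, cut at about 6.6% in these data, passing the limit was not always enough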;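 further: 100% uses oxytocin at 75 nM as the full agonist control; some results filed as inactive read as strong as hits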
Target sequence (P30559 whole entry, looked up): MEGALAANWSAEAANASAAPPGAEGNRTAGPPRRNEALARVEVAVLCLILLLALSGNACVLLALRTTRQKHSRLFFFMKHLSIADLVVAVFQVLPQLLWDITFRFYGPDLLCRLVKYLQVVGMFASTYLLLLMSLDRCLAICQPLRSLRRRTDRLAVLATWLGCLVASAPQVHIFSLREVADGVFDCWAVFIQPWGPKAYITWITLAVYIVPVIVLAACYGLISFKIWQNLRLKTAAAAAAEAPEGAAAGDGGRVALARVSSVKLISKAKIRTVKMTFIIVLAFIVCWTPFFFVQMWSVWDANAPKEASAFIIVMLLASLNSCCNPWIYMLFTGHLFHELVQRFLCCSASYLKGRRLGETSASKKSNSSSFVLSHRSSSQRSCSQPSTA
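System: human OTR in CHO cells / Also added: sub-maximal oxytocin, roughly EC15 / Control set: EC15 oxytocin low, 75 nM oxytocin high / Schedule: 6 min compound pre-incubation at room temperature, 100 s kinetic read / Compound: single-point 3.0 µM / Replication: singlicate / Technique: Fluo-8 calcium dye fluorescence / Read-out basis: % activation of max/min ratio relative to oxytocin controls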
V1aR counter: V1a receptor agonism, counter-screen for OXTR agonists; activation, % at 3 µM; P37288; 0.25% of 320,000 active; CHO-V1R cells, Fluo-8 calcium fluorescence, agonist mode; 0% DMSO, 100% 3 nM vasopressin;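 active means activation above the mean activation of all tested compounds plus 3 SD, per screening run, cut at about 20% in these data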;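 further: signal is peak over basal fluorescence ratio across a 100 second FLIPR read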
MEKK2wt PB1 HTS: raises or lowers MEK5 binding to wildtype human MEKK2 PB1 domain; binding response (% of control), % at 10 µM; 1.1% of 290,000 active; Q9Y2U5; bead flow cytometry, Alexa488-MEK5 binding to MEKK2 WT; actives lie on both sides; in the data active means binding response below about 67% or above about 130%
GalR3 antagonist: human GalR3 antagonism; O60755; HEK293 GalR3-CNG cAMP membrane potential fluorescence; galR3 body fused to GalR1 C-terminus; inhibition, % at 3 µM; 0.44% of 360,000 active;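 active means inhibition above the screen-wide average plus 3 SD, cut at about 13% in these data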;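 further: forskolin and galanin both at EC90 stimulate the cells; cAMP rise reported by CNG channel membrane potential dye signal; 0% = forskolin plus galanin with DMSO and 100% = forskolin alone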
Target sequence (O60755 1-299 limits assumed): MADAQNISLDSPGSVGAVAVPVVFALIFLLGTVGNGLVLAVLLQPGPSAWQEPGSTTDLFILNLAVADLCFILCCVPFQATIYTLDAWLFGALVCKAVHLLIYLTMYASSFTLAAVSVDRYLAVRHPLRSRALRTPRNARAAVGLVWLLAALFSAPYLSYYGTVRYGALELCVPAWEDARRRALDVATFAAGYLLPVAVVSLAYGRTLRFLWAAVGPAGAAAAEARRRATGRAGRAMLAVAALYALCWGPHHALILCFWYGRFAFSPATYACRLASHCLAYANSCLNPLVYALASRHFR
PfM18AAP inh: blocks P. falciparum M18 aspartyl aminopeptidase | 1.2% of 290,000 active | AID 1822 | recombinant PfM18AAP, H-Glu-NHMec fluorogenic cleavage | inhibition, % at 7.35 µM;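 active means inhibition above the campaign mean inhibition over all tested compounds plus 3 SD, cut at about 28% in these data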;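 further: 0% = plate median of test compound wells and 100% = 2 mM ZnCl2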
NALP1 yeast inh: blocks the NALP1 inflammasome reconstituted in yeast; S. cerevisiae NALP1/ASC/caspase-1 growth, X-gal OD620, 72 h; 0.61% of 280,000 active; AID 2071; inhibition, % at 10 µM; in the data active means inhibition mostly above about 24%, no sharp cut-off; inactive means mostly below about 32%; further: some compounds called inactive have numbers as strong as hits
GPR7 antagonist: antagonists of human GPR7 (neuropeptides B/W receptor 1); P48145; GPR7-expressing cells, fluorescence antagonist assay; inhibition, % at 4.4 µM; 1.1% of 290,000 active; AID 1861; in the data active means inhibition above about 16%, passing the limit was not always enough;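 further: cells stimulated with the agonist NPW; 0% = agonist with vehicle and 100% = vehicle without agonist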
Target sequence (P48145 whole entry, looked up): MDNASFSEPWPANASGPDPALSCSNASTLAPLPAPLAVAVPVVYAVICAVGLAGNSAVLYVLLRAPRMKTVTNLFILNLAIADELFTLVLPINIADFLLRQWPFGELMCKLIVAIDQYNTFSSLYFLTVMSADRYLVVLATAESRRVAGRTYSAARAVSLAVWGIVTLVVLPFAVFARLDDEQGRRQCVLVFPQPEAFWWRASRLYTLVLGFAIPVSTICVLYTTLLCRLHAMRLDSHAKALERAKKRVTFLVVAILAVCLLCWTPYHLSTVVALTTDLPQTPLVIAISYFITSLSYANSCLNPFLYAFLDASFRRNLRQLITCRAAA
OXTR ag: activates the human oxytocin receptor | P30559 | CHO-OTR cells, Fluo-8 calcium fluorescence; normalized: DMSO 0%, oxytocin 100% | activation, % at 3 µM | 0.32% of 320,000 active;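 active means activation above the mean of all tested compounds plus 3 SD, cutoff set per screening run, cut at about 20% in these data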;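 further: peak over basal fluorescence ratio from a 100 s FLIPR kinetic read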
MEKK2 mut-MEK5: signal of MEK5 binding to mutant human MEKK2 PB1 domain | bead flow cytometry, Alexa488-MEK5 binding to MEKK2 mutant | percent response, % at 10 µM | 0.35% of 290,000 active | AID 1530; in the data active means percent response above about 24%, passing the limit was not always enough; further: inactives centre near 1; some results filed as inactive read as strong as hits
Numbers without * were called inactive; / = no result given; [ ] = dose if it differs, or a comment.

SMILES	OXTR potentiator	V1aR counter	MEKK2wt PB1 HTS	GalR3 antagonist	PfM18AAP inh	NALP1 yeast inh	GPR7 antagonist	OXTR ag	MEKK2 mut-MEK5
COc1ccccc1-n1cc(-c2ccc(Cl)cc2)[nH]c1=O	-7	0.6	90	-4	4	17	0	-0.7	2
COCCCNc1ncnc2c1nc1n2CCCC1	/	/	105	-9	-13	8	3	/	-1
CC[C@@]1(C(=O)OC)N[C@H](CN(C)C(=O)Nc2ccccc2)[C@@H]2C(=O)N(Cc3ccccc3)C(=O)[C@@H]21	1	0.5	/	5	/	/	/	0.2	/
COc1cc(/C=N/NC(=O)CN(Cc2ccco2)S(=O)(=O)c2ccccc2)ccc1O	-12	0.6	108	-9	-3	-8	-10	2.2	0
COC(=O)c1ccccc1NC(=O)C1CCN(C(=O)c2ccc(OC)cc2)CC1	-4	-0.5	97	1	1	-1	-4	0.1	-4
O=C(CN1CCN(S(=O)(=O)c2cccc(Br)c2)CC1)N1CCCCC1	-4	4.7	/	2	/	/	/	-0.3	/
COc1ccc(Cl)cc1NC(=O)CC(C)=O	3	0.4	103	1	-4	8	6	-0.8	13
Cc1ccc(-n2cc(CN3CCC(O)(c4ccccn4)CC3)c(-c3ccc(F)cc3)n2)cc1	-14	7.4	132	3	1	10	13	10	7
COc1ccc(C2=NOC(C(=O)NCc3cccnc3)C2)cc1OC (configuration not stated)	2	-0.8	99	-11	1	0	-21	0.4	0
Fc1ccccc1OCCCCn1cncn1	-17	0.8	104	-1	4	6	9	-0.9	3
O=C(O)c1cnc(-c2ccccc2)nc1Sc1ccc(Cl)cc1Cl	0	0.4	99	-1	-1	4	-12	-0.7	1
CCOc1ccc(-n2c(=O)c3c4c(sc3n(CC(=O)NCCCOC)c2=O)CCCCC4)cc1	-5	-0.4	69	3	-13	-2	11	0.1	-11
CCC(=O)Nc1c(C)n[nH]c1C	0	-0.1	99	4	-1	25	-1	0.0	-2
O=C(CCC(=O)c1cccs1)NC1CCCCCC1	-8	-0.1	/	-1	0	6	-14	-0.8	/
Cc1oc(-c2ccc3c(c2)OCCO3)cc1C(=O)O	-2	0.9	101	-1	-14	23	-6	1.3	2
CCN(C(=O)CSc1nnc(Cn2nnc3ccccc32)o1)c1nc(-c2ccccc2)cs1	-14	3.8	101	-1	2	4	-6	4.5	2
Cc1ccc(S(=O)(=O)N2CCN(c3ccccc3)CC2)c(C)c1	-11	1.4	104	-3	16	22	18	-1.4	-1
CCOC(=O)NNC(=O)c1ccc(Cl)cc1	-1	0.8	99	2	2	-3	-6	0.2	-1
COc1cccc(CNC(=O)Cn2nc(-c3ccc(Cl)cc3)ccc2=O)c1	-8	-1.2	97	-7	1	-18	3	-2.4	-7
COc1ccc(Cl)cc1Nc1nc(C)nc2c1oc1ccccc12	-6	-0.3	102	-7	0	5	2	0.7	-5
Cc1ccc(S(=O)(=O)NCCc2nnc(SCc3cccnc3)n2C)cc1	-13	0.1	97	-6	-3	20	7	1.4	4
COc1ccc(/C(O)=C2/C(=O)C(=O)N(CCN3CCOCC3)C2c2ccccn2)cc1 (configuration not stated)	-2	1.0	119	-3	6	8	-2	1.9	16
CC(C)(CC(=O)N1CCN(c2ccc(Cl)cc2)CC1)CC1=NS(=O)(=O)c2ccccc2N1	-26	12	/	-5	1	-8	-12	10	/
O=C(NCCCN1CCOCC1)c1c(-c2ccccc2)sc2ccccc12	0	0.1	/	-7	/	/	/	-0.2	/
O=C(CSc1nnnn1-c1ccccc1)N1CCNC1=O	-4	-0.1	99	-2	1	3	-5	0.2	1
SMILES	OXTR potentiator	V1aR counter	MEKK2wt PB1 HTS	GalR3 antagonist	PfM18AAP inh	NALP1 yeast inh	GPR7 antagonist	OXTR ag	MEKK2 mut-MEK5
CC(C)C1N(S(=O)(=O)c2ccccc2)CCN1S(=O)(=O)c1ccccc1	-4	-1.3	102	-5	-7	33	-2	-1.7	-1
Cc1[nH][nH]c(=O)c1C(c1ccc(O)c(Br)c1)c1c(C)[nH][nH]c1=O	-2	-0.8	104	-10	28	-11	30	-0.3	1
O=C(NC(=S)NCc1cccnc1)c1ccccc1[N+](=O)[O-]	-6	2.2	2.0*[inhibitor]	-3	-4	20	0	0.7	-6
O=C(C1COc2ccccc2O1)N1CCc2ccccc21 (configuration not stated)	-1	-0.7	102	-4	2	16	-9	-1.7	3
O=C(Nc1ccccc1-c1ccccc1)c1ccc(=O)[nH]n1	-4	1.6	99	-4	1	25	-9	0.4	-1
CN(C)CCN(C)Cc1ccccc1Sc1cccc2ccccc12	-18	9.0	132	-15	-7	37	16	12	3
Cc1cccc(N2CCN(C(=O)CCCn3c(=O)[nH]c4ccsc4c3=O)CC2C)c1 (configuration not stated)	-14	5.2	103	-9	1	16	-15	5.0	-2
Cc1ccccc1CN1C2=NCCCN2c2ccccc21	5	0.1	100	-3	0	8	5	2.4	7
Cc1cc(F)ccc1NS(=O)(=O)c1cccc2nsnc12	-7	0.5	105	-3	-15	12	-2	-0.4	12
C[C@H]1CN([C@@H](C)CO)C(=O)Cc2cc(NS(C)(=O)=O)ccc2O[C@@H]1CN(C)Cc1ccc(Cl)c(Cl)c1	-2	2.2	/	-2	/	/	/	1.7	/
Cc1cc(Br)ccc1NC(=O)CNC(=O)CSc1nccn1C	-1	1.3	/	-4	/	/	/	0.0	/
O=C(Oc1ccc(/C=N/NC(=O)c2ccccc2F)cc1)c1ccccc1	-5	0.7	104	-1	-8	31	22	-0.5	2
Cc1ccc(C(=O)N(CC(=O)NC2CCCC2)c2ccccc2Cl)s1	-11	-0.2	98	-10	-4	0	-6	-0.9	-1
Cc1cccc2cc(CN(Cc3ccc(F)cc3)C(=O)N(C)C)c3nnnn3c12	0	-0.1	98	-2	3	1	-10	-0.4	1
Cc1ccc(S(=O)(=O)N(C)CC(=O)N2CCN(Cc3ccccc3)CC2)cc1	/	/	100	-2	21	6	-17	/	-5
Cc1cc(OCC(=O)N[C@@H](Cc2c[nH]c3ccccc23)C(=O)O)c2c(C)c(C)c(=O)oc2c1	-3	-0.2	101	2	0	25	1	0.0	-2
O=C(OCC(=O)c1ccccc1Br)c1ccccn1	0	-0.3	113	-2	-4	-3	-8	-1.2	13
COc1ccc(-c2noc(N3CCC(C(=O)Nc4ccc(OC)c(OC)c4)CC3)n2)cc1	-5	15	100	/	1	12	-11	-0.4	0
NS(=O)(=O)c1ccc(CCNCc2cc(Br)ccc2OCc2ccccc2)cc1	-7	12	145*	-4	4	20	19	12	8
CC1CN(C(=O)c2cc(S(=O)(=O)N(C)c3ccc(F)cc3)ccc2Cl)CC(C)O1 (configuration not stated)	-7	2.8	106	-3	-15	20	6	-0.7	3
N#Cc1ccc(N2Cc3ccccc3/C2=N/C(=O)Nc2ccc(Cl)cc2)cc1	-4	0.1	96	-9	0	37	0	-0.8	-1
COc1cc2cc(NC(C)=O)cc(NCc3ccccc3)c2cc1OC	/	/	107	-4	16	8	1	/	1
CC1(C)NC(=O)N(CC(=O)OCC(=O)c2ccc(F)cc2)C1=O	-10	-0.4	/	0	/	/	/	-0.7	/
Cc1ccc2cc(CCNC(=O)c3ccc(Br)o3)c(=O)[nH]c2c1	-6	-0.3	/	1	12	-1	-2	-0.7	/
N/C(=N\OC(=O)Cc1ccccc1[N+](=O)[O-])c1cccnc1	-10	-0.5	99	1	2	6	6	-0.2	0

Quoted at random: 2 entries already listed, in no set order.
SMILES	OXTR potentiator	V1aR counter	MEKK2wt PB1 HTS	GalR3 antagonist	PfM18AAP inh	NALP1 yeast inh	GPR7 antagonist	OXTR ag	MEKK2 mut-MEK5
Cc1cccc(N2CCN(C(=O)CCCn3c(=O)[nH]c4ccsc4c3=O)CC2C)c1 (configuration not stated)	-14	5.2	103	-9	1	16	-15	5.0	-2
CC1(C)NC(=O)N(CC(=O)OCC(=O)c2ccc(F)cc2)C1=O	-10	-0.4	/	0	/	/	/	-0.7	/

The list goes on.
SMILES	OXTR potentiator	V1aR counter	MEKK2wt PB1 HTS	GalR3 antagonist	PfM18AAP inh	NALP1 yeast inh	GPR7 antagonist	OXTR ag	MEKK2 mut-MEK5
CCOC(=O)N1CCN(C(=O)COc2ccc(Br)cc2)CC1	-5	0.3	101	-3	-3	2	0	-0.9	2
Cc1cc(NC(=O)C(C)SCC(=O)OC(C)C(=O)Nc2ccc(F)cc2Cl)no1 (configuration not stated)	0	-1.0	/	-1	/	/	/	-0.8	/
COC(=O)c1ccc(NC(=O)C[n+]2ccccc2C)cc1	/	/	105	-12	4	9	-11	/	3
Cn1c(SCc2nc3ccccc3[nH]2)nnc1-c1cccs1	0	0.0	108	-7	2	-9	-7	-0.4	4
O=C(NC(c1ccccc1)c1ccccc1)c1ccc(=O)[nH]n1	-6	0.5	86	5	5	3	-6	-0.6	-13
CCOc1ccc(NC(=O)Cn2nnc(C(=O)NCCc3ccc(OC)c(OC)c3)c2N)cc1	2	-1.4	104	-3	1	0	-9	-2.2	3
O=C(CSc1nccn1-c1ccc(Cl)cc1)N1CCCc2ccccc21	-10	0.9	99	-4	3	34	-1	-2.5	11
O=C(NCc1ccc2c(c1)OCO2)c1ccc(N2CCCCCC2)c([N+](=O)[O-])c1	-1	0.2	129	-2	-5	39	4	-2.1	9
COc1cc(S(=O)(=O)NCc2ccccc2Cl)ccc1-n1cnnn1	-14	10	99	-8	-8	3	2	4.9	6
O=C(C[n+]1ccccc1)N/N=C/c1ccc(C(=O)O)cc1	-5	0.6	/	-5	/	/	/	0.4	/

Of the compounds above, these have fluorine.
SMILES	OXTR potentiator	V1aR counter	MEKK2wt PB1 HTS	GalR3 antagonist	PfM18AAP inh	NALP1 yeast inh	GPR7 antagonist	OXTR ag	MEKK2 mut-MEK5
Cc1ccc(-n2cc(CN3CCC(O)(c4ccccn4)CC3)c(-c3ccc(F)cc3)n2)cc1	-14	7.4	132	3	1	10	13	10	7
Fc1ccccc1OCCCCn1cncn1	-17	0.8	104	-1	4	6	9	-0.9	3
Cc1cc(F)ccc1NS(=O)(=O)c1cccc2nsnc12	-7	0.5	105	-3	-15	12	-2	-0.4	12
O=C(Oc1ccc(/C=N/NC(=O)c2ccccc2F)cc1)c1ccccc1	-5	0.7	104	-1	-8	31	22	-0.5	2
Cc1cccc2cc(CN(Cc3ccc(F)cc3)C(=O)N(C)C)c3nnnn3c12	0	-0.1	98	-2	3	1	-10	-0.4	1
CC1CN(C(=O)c2cc(S(=O)(=O)N(C)c3ccc(F)cc3)ccc2Cl)CC(C)O1 (configuration not stated)	-7	2.8	106	-3	-15	20	6	-0.7	3
CC1(C)NC(=O)N(CC(=O)OCC(=O)c2ccc(F)cc2)C1=O	-10	-0.4	/	0	/	/	/	-0.7	/
Cc1cc(NC(=O)C(C)SCC(=O)OC(C)C(=O)Nc2ccc(F)cc2Cl)no1 (configuration not stated)	0	-1.0	/	-1	/	/	/	-0.8	/

Source: PubChem (several laboratories)

The order is random; 4.1% or so of the library scored in one or more.
